Screening data (PubChem)
TNF death inh – TNF-alpha cell death inhibition in Jurkat FADD-/- cells. 220,000 tested, 0.068% active. AID 463075. activation (protection from cell death), % at 10 µM. Jurkat FADD-/- TNF necroptosis rescue, ATP luminescence, 24 h; 0 = TNF only, 100 = no-TNF cells;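 active means activation, meaning protection from cell death, of at least 50% relative to plate controls; inactive means activation below 50%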;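 further: necroptosis triggered by 40 ng/mL TNF-alpha added together with compound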
Rad51 HR inh – Rad51 (human) homologous recombination inhibition. AID 1385. hRad51 DNA strand exchange, fluorescence dequenching. inhibition, % at 10 µM. 200,000 tested, 0.085% active;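 active means inhibition above 40% at the single screening dose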;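 further: 0% = DMSO control wells and 100% = blanks with heterologous ssDNA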
Target sequence (Q06609 whole entry, looked up): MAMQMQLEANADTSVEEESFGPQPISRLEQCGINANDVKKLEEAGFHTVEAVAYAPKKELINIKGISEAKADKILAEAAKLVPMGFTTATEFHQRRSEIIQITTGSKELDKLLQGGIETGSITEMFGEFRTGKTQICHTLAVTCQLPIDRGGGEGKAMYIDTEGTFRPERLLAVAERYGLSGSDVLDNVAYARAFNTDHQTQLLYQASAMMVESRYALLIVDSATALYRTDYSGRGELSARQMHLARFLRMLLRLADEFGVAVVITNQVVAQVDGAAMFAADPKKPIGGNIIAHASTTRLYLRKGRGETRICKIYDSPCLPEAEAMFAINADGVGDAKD
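material = hRad51 filaments on single-stranded DNA | reagent = Donor/quencher-labelled 47-bp dsDNA substrate | compound = 10 µM final, single point | schedule = strand-exchange reaction 15 min at room temperature | measured by = fluorescein emission 520 nm, excitation 485 nm | read-out basis = % inhibition versus plate control and blank means | benchmarks = plate controls and plate blanks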
eIF4E-4G inh – blocks eIF4E binding to eIF4G. TR-FRET eIF4E-eIF4GI(517-606) binding, 2 h. P63073+Q04637. 220,000 tested, 0.37% active. inhibition, % at 21.7 µM. AID 782;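 active means inhibition above about 30%, limit read from the data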;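 further: 0% = full FRET control wells and 100% = background wells lacking eIF4GI fragment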
Mdm2 ligase inh – inhibitors of human Mdm2 E3 ubiquitin ligase; Q00987; cell-based MDM2 ubiquitination luciferase reporter, 2 h; 0 = plate control, 100 = twice control, blank-subtracted; signal enhancement, % at 5 µM; 210,000 tested, 0.11% active; AID 1230;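 active means signal enhancement of 30% or more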;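 further: luminescence tracks abundance of the self-degrading MDM2-luciferase fusion protein; higher signal means inhibition of MDM2 E3 ligase activity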
Target sequence (Q00987 whole entry, looked up, the tested form may be a part): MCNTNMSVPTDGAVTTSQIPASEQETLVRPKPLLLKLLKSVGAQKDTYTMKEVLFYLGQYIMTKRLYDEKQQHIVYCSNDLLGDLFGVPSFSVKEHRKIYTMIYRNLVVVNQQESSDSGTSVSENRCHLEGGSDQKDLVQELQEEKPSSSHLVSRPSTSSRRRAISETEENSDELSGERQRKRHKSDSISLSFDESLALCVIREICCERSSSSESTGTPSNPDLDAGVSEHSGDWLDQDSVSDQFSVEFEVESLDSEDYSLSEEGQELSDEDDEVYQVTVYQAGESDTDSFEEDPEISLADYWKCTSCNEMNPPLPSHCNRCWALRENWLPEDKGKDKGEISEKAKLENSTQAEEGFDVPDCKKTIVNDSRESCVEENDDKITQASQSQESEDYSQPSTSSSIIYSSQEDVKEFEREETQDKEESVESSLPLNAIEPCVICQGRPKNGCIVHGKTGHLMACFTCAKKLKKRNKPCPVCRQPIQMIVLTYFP
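Test system: stable mammalian line carrying autodegrading MDM2–luciferase fusion reporter; quantity: 2000 cells in each well; times: 4 h cell settling then 2 h compound exposure, 37 °C; detection: luminescence with SteadyLite reagent, 15 min at room temperature; evaluation: percent signal gain over controls, blank-subtracted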
PERK inhibitor – inhibitors of human PERK kinase; CHO PERK-DD fusion, SEAP luminescence translation reporter; 220,000 tested, 0.17% active; AID 1416; Q9NZJ5; inhibition, % at 5.6 µM;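 active means inhibition above the mean inhibition of all tested compounds plus 3 SD, set separately per screening campaign, cut at about 2.9% in these data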;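 further: PERK kinase domain activated by AP20187 dimerizer at 100 nM; 0% = DMSO with dimerizer and 100% = rapamycin at 8.4 µM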
m-calpain inh – inhibitors of pig calpain II; purified calpain II, fluorogenic peptide substrate, 30 min; inhibition, % at 16 µM; 220,000 tested, 0.37% active; AID 1236;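 active means inhibition above about 50%, limit read from the data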
KCC2 mod – modulates chloride dependent transport by human KCC2. 190,000 tested, 2.2% active. B-score of Tl+ flux slope (higher = more flux/activation; lower = inhibition) at 10 µM. KCC2 cells, thallium flux FluoZin-2 fluorescence. Q9H2X9;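 active means thallium flux slope and its plate-corrected score both differing from the plate sample mean at a set confidence after two filtering rounds, in either direction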;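 further: slope of fluorescence scaled to starting intensity during 10 to 20 s after thallium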
L929 necroptosis – blocks zVAD induced death of L929 cells; L929 zVAD necroptosis rescue, ATP luminescence, 24 h; with zVAD 60 µM; viability rescue, % at 10 µM; 220,000 tested, 0.38% active;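 active means activation, scaled between plate controls, above about 75%, limit read from the data; inactive means activation under that limit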;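 further: 0% = zVAD with DMSO and 100% = DMSO alone without zVAD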
EBV gp42 block – inhibitors of Epstein-Barr virus glycoprotein 42 | 220,000 tested, 0.42% active | inhibition, % (tested at 21.74 µM) | Fluorescence polarization binding assay, mP read-out | Q1HVG2 | AID 1085; in the data active means inhibition above about 50%
Target sequence (Q1HVG2 whole entry, looked up): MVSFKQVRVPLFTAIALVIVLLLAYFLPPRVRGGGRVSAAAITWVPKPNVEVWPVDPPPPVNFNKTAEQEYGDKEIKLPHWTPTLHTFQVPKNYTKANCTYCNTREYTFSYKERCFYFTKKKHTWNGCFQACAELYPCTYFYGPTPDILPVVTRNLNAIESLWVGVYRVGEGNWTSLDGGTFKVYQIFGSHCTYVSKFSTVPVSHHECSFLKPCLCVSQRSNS
* hit, by the source's call; [ ] = dose if it differs, or a comment.

O=C(Cn1nc(Cc2cccnc2)c2ccccc2c1=O)N1CCN(C(=O)c2ccco2)CC1 was read as TNF death inh 0.1, Rad51 HR inh -0.7, eIF4E-4G inh -0.3, Mdm2 ligase inh -25.9, PERK inhibitor -0.1, m-calpain inh -3.6, L929 necroptosis -1.1 and EBV gp42 block -28.1.
For COc1ccc(CC(=O)c2c(O)cc(O)cc2O)cc1OC the results were TNF death inh 0.0, Rad51 HR inh -9.0, eIF4E-4G inh 25.8, PERK inhibitor 0.1, m-calpain inh 10.5, KCC2 mod -0.109, L929 necroptosis 0.9 and EBV gp42 block -10.2.
Screening COc1ccc(-c2nc(Cn3c(SCc4ccccc4F)nc4ccncc43)c(C)o2)cc1 returned TNF death inh 0.1, Rad51 HR inh -0.6, eIF4E-4G inh -0.9, Mdm2 ligase inh -9.0, PERK inhibitor -0.8, m-calpain inh -7.5, KCC2 mod 0.116, L929 necroptosis 0.1 and EBV gp42 block -4.9.
O=C1COc2ccc(N3C(=O)C=CC3=O)cc2N1 was read as TNF death inh 0.2, Rad51 HR inh -135.8, eIF4E-4G inh 2.1, Mdm2 ligase inh -3.0, PERK inhibitor 0.4, m-calpain inh -36.6, KCC2 mod 0.829, L929 necroptosis -1.7 and EBV gp42 block -12.1.
`C=CC(=O)NC1CC2CCC1(C)C2(C)C` (stereo unspecified) gave TNF death inh 0.7, Rad51 HR inh -3.5, eIF4E-4G inh 5.7, Mdm2 ligase inh -10.9, PERK inhibitor -0.1, m-calpain inh 6.6, KCC2 mod 0.747, L929 necroptosis -0.3 and EBV gp42 block -11.1.
CCCn1c(=O)n(C)c(=O)c2c(SCC(=O)NC34CC5CC(CC(C5)C3)C4)nc(CC(C)C)nc21 was read as TNF death inh 0.7, Rad51 HR inh -1.9, eIF4E-4G inh 0.0, Mdm2 ligase inh -10.3, PERK inhibitor 1.6, m-calpain inh 32.4, KCC2 mod 1.13, L929 necroptosis 0.8 and EBV gp42 block -17.4.
CSCCNCc1cn(-c2ccc(F)cc2F)nc1-c1ccccc1C was read as TNF death inh 3.2, eIF4E-4G inh -1.3, Mdm2 ligase inh 4.7, PERK inhibitor 0.6, m-calpain inh -5.3, KCC2 mod -0.539, L929 necroptosis -0.6 and EBV gp42 block -2.9.
For CN(C)C/C(Cl)=C(\Cl)c1ccccc1 the results were TNF death inh -5.5, Rad51 HR inh 4.3, eIF4E-4G inh 14.9, Mdm2 ligase inh -15.4, PERK inhibitor 1.8, m-calpain inh -14.4, KCC2 mod -0.862, L929 necroptosis -0.6 and EBV gp42 block -31.5.
`Cc1cc(O)c(C(C)C)cc1NC1=NS(=O)(=O)c2ccccc21` gave TNF death inh 0.2, Rad51 HR inh 0.2, eIF4E-4G inh 0.7[fluorescence artefact?], Mdm2 ligase inh 20.9, PERK inhibitor 0.6, m-calpain inh 19.4, L929 necroptosis 12.5 and EBV gp42 block 2.4.
CCNS(=O)(=O)c1ccc(C)c(-n2cnnn2)c1C was read as TNF death inh -0.6, Rad51 HR inh 4.2, eIF4E-4G inh -2.9, Mdm2 ligase inh 0.3, PERK inhibitor 0.1, m-calpain inh -3.6, KCC2 mod 0.377, L929 necroptosis 0.6 and EBV gp42 block 3.4.
`O=C(CNC(=S)N(Cc1ccccc1)Cc1ccccc1F)NCc1ccc(Cl)cc1` gave TNF death inh -1.7, Rad51 HR inh -2.1, eIF4E-4G inh 1.0, Mdm2 ligase inh -3.3, PERK inhibitor -1.1, m-calpain inh 33.4, KCC2 mod -0.0465, L929 necroptosis -0.5 and EBV gp42 block 5.8.
Screening COc1ccc(C(F)(F)F)cc1N/C=C\c1nnnn1-c1ccc(C)cc1 returned TNF death inh -3.0, Rad51 HR inh -5.5, eIF4E-4G inh 9.2, Mdm2 ligase inh -13.1, PERK inhibitor 1.2, m-calpain inh 1.0, KCC2 mod -0.741, L929 necroptosis 0.7 and EBV gp42 block -9.2.
O=S(=O)(c1ccc(Br)cc1)N1CCCN(Cc2ccccc2F)CC1 was read as TNF death inh 0.3, eIF4E-4G inh 3.3[fluorescence artefact?], Mdm2 ligase inh -0.2, PERK inhibitor -0.5, m-calpain inh 16.0, KCC2 mod -0.665 and EBV gp42 block 11.7.
For CC(C)Cc1ccc(C(C)C(=O)Nc2ccccc2O)cc1 (stereo unspecified) the results were TNF death inh -12.0, Rad51 HR inh 12.6, eIF4E-4G inh -5.3, Mdm2 ligase inh -21.4, PERK inhibitor 0.0, m-calpain inh 12.0, KCC2 mod 0.0466, L929 necroptosis 2.7 and EBV gp42 block -4.4.
CCC(NC(=O)NCCCn1ccnc1)(C(F)(F)F)C(F)(F)F was read as TNF death inh 1.9, Rad51 HR inh 1.4, eIF4E-4G inh -3.1[fluorescence artefact?], Mdm2 ligase inh -13.1, PERK inhibitor 1.2, m-calpain inh -1.6, KCC2 mod 0.663, L929 necroptosis 1.7 and EBV gp42 block -24.9.
`C=CCOc1c(Br)cc(C2NC(=O)NC(C)=C2C(C)=O)cc1OCC` (stereo unspecified) gave TNF death inh -1.6, Rad51 HR inh 2.4, eIF4E-4G inh -0.6, Mdm2 ligase inh -6.9, PERK inhibitor -0.3, m-calpain inh -15.8, L929 necroptosis -0.1 and EBV gp42 block -13.8.
Fc1ccccc1Cn1nnc2c(NCCc3ccccn3)ncnc21 was read as TNF death inh 2.5, Rad51 HR inh 7.7, eIF4E-4G inh 4.7[fluorescence artefact?], Mdm2 ligase inh -2.6, PERK inhibitor 0.3, m-calpain inh -19.5, KCC2 mod -1.94, L929 necroptosis 1.9 and EBV gp42 block -12.7.
For O=C(c1scc2c1CCCC2)N1CCOCC1 the results were TNF death inh -0.6, Rad51 HR inh 7.8, eIF4E-4G inh -0.2, Mdm2 ligase inh -10.7, PERK inhibitor 2.1, m-calpain inh 17.2, L929 necroptosis 1.8 and EBV gp42 block 2.2.
Screening Cc1ccc(C(=O)CNc2nc3c(c(=O)[nH]c(=O)n3C)n2Cc2ccccc2)cc1 returned TNF death inh -1.7, Rad51 HR inh 3.0, eIF4E-4G inh -0.3, Mdm2 ligase inh -1.3, PERK inhibitor -0.8, m-calpain inh -28.8, KCC2 mod -0.179, L929 necroptosis -0.2 and EBV gp42 block -2.0.
`Cc1nc(-c2nnc(SCC(=O)Nc3ccc(C(F)(F)F)cc3)n2C)cs1` gave TNF death inh 0.0, eIF4E-4G inh 1.7, Mdm2 ligase inh -24.3, PERK inhibitor -0.1, m-calpain inh -9.9, KCC2 mod -1.01, L929 necroptosis 0.8 and EBV gp42 block -18.6.
Screening CC(C)CCN1CC(C(=O)NCc2ccccc2)CC1=O (stereo unspecified) returned TNF death inh -1.9, Rad51 HR inh 2.0, eIF4E-4G inh -2.8, Mdm2 ligase inh -18.6, PERK inhibitor -0.7, m-calpain inh 6.9, KCC2 mod 0.172, L929 necroptosis 0.0 and EBV gp42 block -28.4.
`Cc1ccc(NC2=NC3(CCCCC3)N=C(N)N2)c(C)c1` gave TNF death inh -3.2, Rad51 HR inh -7.7, eIF4E-4G inh 3.3, PERK inhibitor 0.7, m-calpain inh 13.6, KCC2 mod 0.586, L929 necroptosis -0.7 and EBV gp42 block 2.5.
CCCCCCSc1nsc(NC(=O)CCC)n1 was read as TNF death inh 0.2, Rad51 HR inh 26.8, eIF4E-4G inh 3.3, Mdm2 ligase inh 4.1, PERK inhibitor 0.9, m-calpain inh -15.8, L929 necroptosis 19.7 and EBV gp42 block 3.0.
`O=C(COC(=O)Cn1cnc2ccccc21)Nc1cccc([N+](=O)[O-])c1` gave TNF death inh -0.6, Rad51 HR inh 9.8, eIF4E-4G inh -0.3, Mdm2 ligase inh -4.0, PERK inhibitor -0.5, m-calpain inh -16.2, KCC2 mod 0.28, L929 necroptosis 0.3 and EBV gp42 block 3.8.

A stretch of the results above:
CCCCCCSc1nsc(NC(=O)CCC)n1 was read as TNF death inh 0.2, Rad51 HR inh 26.8, eIF4E-4G inh 3.3, Mdm2 ligase inh 4.1, PERK inhibitor 0.9, m-calpain inh -15.8, L929 necroptosis 19.7 and EBV gp42 block 3.0.
`O=C(COC(=O)Cn1cnc2ccccc21)Nc1cccc([N+](=O)[O-])c1` gave TNF death inh -0.6, Rad51 HR inh 9.8, eIF4E-4G inh -0.3, Mdm2 ligase inh -4.0, PERK inhibitor -0.5, m-calpain inh -16.2, KCC2 mod 0.28, L929 necroptosis 0.3 and EBV gp42 block 3.8.

Following part.
For CCOc1ccc(CC(=O)N2CCN(c3ccc(N4CCOCC4)nn3)CC2)cc1OCC the results were TNF death inh 1.3, eIF4E-4G inh -4.1[fluorescence artefact?], Mdm2 ligase inh -8.0, PERK inhibitor 1.2, m-calpain inh -448.6, KCC2 mod -0.201, L929 necroptosis 2.5 and EBV gp42 block -14.0.
For Cc1ncoc1C(=O)N1CCc2c([nH]c3ccccc23)C1c1ccccc1F (stereo unspecified) the results were TNF death inh 0.5, Rad51 HR inh 16.8, eIF4E-4G inh -2.0, Mdm2 ligase inh -7.3, PERK inhibitor -0.8, m-calpain inh 16.8, KCC2 mod 0.509, L929 necroptosis 1.1 and EBV gp42 block -2.8.
For Clc1ccccc1-c1csc(Nc2cccnc2)n1 the results were TNF death inh -1.9, Rad51 HR inh -21.6, eIF4E-4G inh 1.6, Mdm2 ligase inh -11.1, PERK inhibitor 1.6, m-calpain inh 2.5, KCC2 mod -0.00336, L929 necroptosis 2.1 and EBV gp42 block -14.2.
For O=c1c2ccccc2c(C=NCCCN2CCOCC2)c(O)n1Cc1ccc2c(c1)OCO2 the results were TNF death inh 5.9, Rad51 HR inh 2.3, eIF4E-4G inh -2.7, Mdm2 ligase inh 2.1, PERK inhibitor -0.5, m-calpain inh 3.4, KCC2 mod 0.505, L929 necroptosis 3.0 and EBV gp42 block -0.6.
For CC(=O)Nc1ccc(S(=O)(=O)N2CCN(CC3CC4C=CC3C4)CC2)cc1 (stereo unspecified) the results were TNF death inh 2.5, Rad51 HR inh -1.6, eIF4E-4G inh -3.7, Mdm2 ligase inh -3.2, PERK inhibitor 0.9, m-calpain inh -38.6, KCC2 mod 0.412, L929 necroptosis 8.9 and EBV gp42 block -6.6.
`CCOC(=O)C1=C(c2ccccc2)NC(SCC(=O)Nc2cccc(C)c2)=C(C#N)C1c1ccco1` (stereo unspecified) gave TNF death inh -4.3, eIF4E-4G inh -5.7, Mdm2 ligase inh -11.8, PERK inhibitor -1.2, m-calpain inh -48.4, KCC2 mod -0.358, L929 necroptosis -0.1 and EBV gp42 block 2.3.
For CCCCNC(=O)NC12CC3CC(CC(C3)C1)C2 the results were TNF death inh -0.1, Rad51 HR inh -1.6, eIF4E-4G inh -2.3, Mdm2 ligase inh -6.4, PERK inhibitor -0.7, m-calpain inh -6.3, KCC2 mod 1.04, L929 necroptosis 4.3 and EBV gp42 block -7.2.
For CCOC(=O)c1cccc(NC(=O)CCNS(=O)(=O)c2ccc3c(c2)CCN3C(=O)CC)c1 the results were TNF death inh -1.3, Rad51 HR inh 12.9, eIF4E-4G inh 3.8[fluorescence artefact?], Mdm2 ligase inh -6.4, PERK inhibitor -0.6, m-calpain inh -29.1, KCC2 mod -0.454, L929 necroptosis 1.7 and EBV gp42 block -0.4.
O=C(COC(=O)c1n[nH]c(=O)c2ccccc12)c1ccccc1 was read as TNF death inh -0.6, Rad51 HR inh 10.1, eIF4E-4G inh 3.4, Mdm2 ligase inh -9.5, PERK inhibitor 0.2, m-calpain inh -11.6, KCC2 mod -0.367, L929 necroptosis 0.5 and EBV gp42 block -20.6.
